D1 antag: human D1 dopamine receptor antagonism; HEK293 TREx D1 cells, calcium flux, dopamine EC80; hits give low values; activity change, negative = inhibition, % at 10 µM; 360,000 tested, 3.2% active; in the data active = activity change below about -30%; note: % is set by controls: 0 for no effect and ±100 for the full control effect
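Cells carrying a force-coupled, tetracycline-inducible human D1 receptor report calcium flux. Each well gets a 10 s baseline, compound with 180 s monitoring, then an EC80 dopamine stimulus with a second 180 s kinetic read.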
Vif-APOBEC3G blk: inhibitors of Vif-APOBEC3G interaction | HeLa A3G-eYFP + Vif (tagged APOBEC3G with the HIV-1 protein that degrades it), YFP fluorescence, overnight | Potency, µM (titrated, usually from 46.1 µM), for the others: top-dose activity, negative = active, most hits filed as inhibitors | AID 602310 | Q9HC16 | 410,000 tested, 0.076% active;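 note: potency is the fitted concentration of half-maximal effect; % is set by controls: 0 for no effect and ±100 for the full control effect; nearly all actives have a fitted effect of over 60% in size; hits raise eYFP signal because A3G escapes Vif-driven loss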
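Read-out is eYFP fluorescence (Ex 488/Em 500-530) from Vif-expressing HeLa A3G-eYFP cells; more signal means A3G escaped Vif-mediated degradation. Cells plated overnight, compound pinned in, incubated overnight at 37 deg C.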
Glioma ERSR ind: inducers of ER stress response in human glioma cells; 420,000 tested, 0.02% active; AID 602332; U87-MG GRP78 promoter luciferase reporter, 16 h; Potency, µM, inactives show top-dose activation, actives largely listed as activators; note: potency is the fitted concentration of half-maximal effect; series mostly up to about 76 µM; % of control where 0% means no effect; nearly all actives have a fitted effect of over 35% in size
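Stably transfected U87-MG glioma cells carrying a GRP78-based luciferase sensor; 16 h compound incubation. Luminescence end-point read 10 min after Bright-Glo addition at room temperature.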
RXFP1 agonist: RXFP1 (human) receptor agonism; HEK293T-RXFP1 cAMP TR-FRET, 30 min; response scale: percent of porcine relaxin response, buffer zero; 370,000 tested, 0.3% active; AID 2676; Q9HBX9; Potency, µM (highest dose often 57.5 µM), for the others: top-dose activation, usual class: activators; note: potency is the fitted concentration of half-maximal effect; % is set by controls: 0 for no effect and ±100 for the full control effect; nearly all actives have a fitted effect of over 60% in size; many of its hits are not listed in these tables
Target sequence (Q9HBX9 whole entry, looked up): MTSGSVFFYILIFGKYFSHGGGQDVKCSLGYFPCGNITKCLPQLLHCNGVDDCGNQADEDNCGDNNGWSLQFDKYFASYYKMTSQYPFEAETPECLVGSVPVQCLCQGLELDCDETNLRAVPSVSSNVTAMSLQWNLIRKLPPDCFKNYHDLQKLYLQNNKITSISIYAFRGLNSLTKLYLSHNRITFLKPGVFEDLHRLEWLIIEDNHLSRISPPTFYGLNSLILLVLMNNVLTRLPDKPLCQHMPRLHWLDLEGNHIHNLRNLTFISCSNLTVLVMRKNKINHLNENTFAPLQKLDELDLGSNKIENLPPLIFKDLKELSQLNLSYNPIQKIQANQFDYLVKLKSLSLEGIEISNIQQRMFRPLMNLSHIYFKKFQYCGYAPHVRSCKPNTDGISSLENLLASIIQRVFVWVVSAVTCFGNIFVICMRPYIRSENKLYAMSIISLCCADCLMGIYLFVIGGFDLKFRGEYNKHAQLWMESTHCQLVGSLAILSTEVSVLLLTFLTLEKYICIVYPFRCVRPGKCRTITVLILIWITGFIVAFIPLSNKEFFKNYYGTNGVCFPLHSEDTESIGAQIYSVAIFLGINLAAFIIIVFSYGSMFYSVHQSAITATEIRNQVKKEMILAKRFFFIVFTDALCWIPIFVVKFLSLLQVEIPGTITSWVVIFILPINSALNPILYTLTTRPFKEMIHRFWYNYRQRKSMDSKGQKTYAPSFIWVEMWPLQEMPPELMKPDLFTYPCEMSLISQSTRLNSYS
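Agonist response is measured as cAMP accumulation in an RXFP1-transfected HEK293T line under PDE4 inhibition. Values are scaled between buffer-only and 29 nM porcine relaxin, and EC50s come from standard Hill equation fits.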
D1 ag: activates the human D1 dopamine receptor; P21728; 360,000 tested, 1% active; activation, % at 2 µM; HEK293 T-REx D1 cells, calcium flux, agonist mode; in the data active = activation above about 30%; note: 0% is about no effect
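Inducible HEK293 T-REx D1 cells, force-coupled to calcium signalling, were plated at 4000 cells/well with tetracycline and held overnight at 30 C. After no-wash calcium dye loading, compound-evoked calcium rise over 180 s flagged agonists.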
D1 potentiator: potentiators of human D1 dopamine receptor; P21728; HEK293 TREx D1 cells, calcium flux, dopamine EC20 potentiation; AID 504651; 360,000 tested, 0.036% active; potentiation, % at 10 µM; in the data active = potentiation above about 30%; note: 0% is about no effect
D2 potentiator: positively modulates the human D2 dopamine receptor allosterically | 340,000 tested, 0.34% active | potentiation, % at 10 µM | HEK293 T-REx D2, calcium flux, EC20 dopamine potentiation;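 active = potentiation over 3 SD above the plate norm, cut at about 30% in these data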; note: 0% is about no effect
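Potentiation of an EC20 dopamine calcium response measured kinetically over 180 s, after a preceding 180 s compound-only read flagging agonists. Cells: inducible Hek293 Trex D2 line, 4000/well, cultured overnight at 30 C before dye loading.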
LDHA block: LDHA (human) enzyme inhibition. P00338. purified LDHA, NADH/diaphorase-resazurin fluorescence; hits give low values. activity change, % (values are at about 110 or 230 µM). 480,000 tested, 0.15% active; in the data active = activity change below about -30%; inconclusive = mostly about -25% to -30%;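 note: plate controls were DMSO wells for no effect and wells without enzyme for full effect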
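Resorufin fluorescence (ex540/em590), read at 0 and 20 min after diaphorase/resazurin addition, reports the NADH left after a 5 min room-temperature reaction of 2 nM human LDH5 with 0.06 mM NADH and 0.2 mM pyruvate.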
Vif-APOBEC3F blk: blocks the Vif interaction with APOBEC3F. Potency, µM (titrated, usually from 46.1 µM), without a hit: at the top dose activity, negative = active. 390,000 tested, 0.2% active. HeLa A3F-eYFP + Vif (tagged APOBEC3F with the HIV-1 protein that degrades it), YFP fluorescence increase; note: potency is the fitted concentration of half-maximal effect; % of control where 0% means no effect; nearly all actives have a fitted effect of over 65% in size
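HeLa cells stably expressing A3F-eYFP plus Vif, plated and incubated overnight at 37 deg C, then exposed to compounds overnight at 37 deg C. Blocked degradation read as raised yellow fluorescence (Ex 488/Em 500-530).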
* marks the source's active call; other numbers are inactive results; u = inconclusive; x = no result given; & = joins results of further samples. Unless noted, calls come from the whole dose curve; as a rule, active = well fitted curve in the direction sought with a large enough effect; inconclusive = small, poorly fitted or top-dose-only effect, or another doubt; inactive = no such curve, though single readings can be large; an effect the other way counts as inactive or inconclusive. Not all compounds are listed. The share of hits here may be higher or lower than overall.

D1 antag	Vif-APOBEC3G blk	Glioma ERSR ind	RXFP1 agonist	D1 ag	D1 potentiator	D2 potentiator	Molecule	LDHA block	Vif-APOBEC3F blk
-10	-5%	-5%	0.2%	-1	3	5	Cc1c(C(C)CCCO)oc(=O)c2c1Oc1c(C)c(C(C)C[C@@H](C)O)oc(=O)c1C2 (some centres undefined)	-2	0%
-19	-4%	-5%	2.6%	3	-4	3	Cc1ccc(S(=O)(=O)N2CC(O)CC2C(=O)OCc2nc3sc(C)c(C)c3c(=O)[nH]2)cc1 (centres undefined)	-8	1%
-6	0%	-2%	3.2%	0	0	-11	COCCSc1nc2c(c(=O)[nH]c(=O)n2C)n1Cc1cccc(C)c1	-4	1%
-17	1%	3%	-1.9%	2	-11	-4	Cc1oc(C(C)(C)C)cc1C(=O)Nc1ccc2c(c1)OCCO2	1	-11%
-21	0%	0%	-0.8%	0	4	x	O=C1CC(N2CCC(c3nc4ccccc4[nH]3)CC2)C(=O)N1c1cccc(F)c1 (centres undefined)	-2	6%
-4	4%	-2%	0.2%	6	-2	x	N#C/C(=C\c1ccc(OCc2ccc(Cl)cc2)cc1)C(=O)Nc1cccc(C(=O)O)c1	-1	1%
x	-1%	-5%	x	x	x	x	CC(C)NC(=O)N(C)C[C@H]1Oc2ccc(NC(=O)C3CCCCC3)cc2C(=O)N([C@H](C)CO)C[C@@H]1C	-6	3%
-11	1%	-5%	2.5%	2	4	0	Cc1ccc(C)c(S(=O)(=O)N2CCN(C(=O)c3ccnn3C)CC2)c1	-4	-1%
4	-5%	2%	3.1%	2	-3	-1	Cc1ccc(C)c(N2CCN(S(=O)(=O)c3c(C)[nH]c(C)c3C(=O)N3CCCC3)CC2)c1	0	2%
-1	3%	-3%	1.9%	1	-6	13	COc1cc(C(C)=O)ccc1Oc1ncccn1	-6	9%
6	0%	-2%	5.5%	0	-6	-12	OCCC1CN(Cc2cccc3c2OCO3)CCN1C1CCCCC1 (centres undefined)	-3	1%
-21	-1%	-2%	0.7%	0	-6	15	COc1ccccc1CNC(=O)C1CCN(S(=O)(=O)N2CC(C)CC(C)C2)CC1 (centres undefined)	-2	-1%
-23	-1%	0%	2.7%	-1	-6	x	O=C(C1CCN(S(=O)(=O)c2cccc3cccnc23)CC1)N1CCN(c2ccccc2)CC1	0	7%
-9	1%	1%	-0.9%	-2	-5	-3	Cc1cc(C)nc(Sc2ccc3nnc(C(F)(F)C(F)(F)C(F)(F)F)n3n2)n1	-2	-7%
-7	0%	1%	1.6%	5	-1	-13	COC(=O)/C=c1/sc2nc3ccccc3n2c1=O	-6	-1%
4	-5%	0%	0.2%	0	-4	3	CC(C)(C)NC(=O)COC(=O)c1ccc(O)cc1	1	-4%
1	6%	-9%	-0.3%	3	0	-5	Cc1ccc(SCCC(=O)NCCSCc2ccccc2C)cc1	2	5%
x	4%	-2%	x	x	x	x	Nc1nonc1-n1nnc(C(=O)N/N=C/c2cccc(Cl)c2)c1CN1CCCCCC1	-1	6%
27	0%	-1%	1.1%	0	-5	-15	C/C=C/C=C\C(=O)Nc1cccc(C2=NOC3(C2)C[C@@H](C(N)=O)N(C(=O)/C(C)=C/C)C3)c1 (some centres undefined)	0	-1%
-9	2%	-3%	8.1%	-1	4	63*	CCn1c(NCc2ccccn2)nc2c1c(=O)n(C)c(=O)n2C	15	-18%
9	0%	-2%	-1.1%	6	5	4	CN(c1cccc(NC(=O)c2ccc(C(C)(C)C)cc2)c1)S(C)(=O)=O	0	6%
4	-4%	-1%	3.1%	3	-2	-2	Cc1nn(Cc2ccc(C(=O)N3CCN(C(=O)c4ccco4)CC3)o2)c(C)c1[N+](=O)[O-]	-9	-5%
-22	-4%	-2%	1.9%	1	-2	4	O=C(CN1C=NS(=O)(=O)c2ccccc21)Nc1ccccc1F	-3	-26%
18	1%	-6%	0.3%	4	-7	16	O=C(Nc1ccc2c(c1)CCC2)c1ccccc1F	9	3%
3	0%	-3%	0.4%	5	-5	-6	CC(C)(C)C(=O)NC(NC(=S)Nc1ccc(S(N)(=O)=O)cc1)C(Cl)(Cl)Cl (centres undefined)	-8	1%
6	2%	-4%	-1.5%	0	0	0	CN(C(=O)Cn1cc([N+](=O)[O-])ccc1=O)C1CCCCC1	-4	-1%
0	-1%	-2%	1.6%	2	-6	-10	COc1nc(-c2ccccc2)c2c(c1C#N)CC(C)(C)OC2	-2	x
-8	0%	-3%	0.7%	0	-5	x	O=C(CC(c1ccccc1)c1ccco1)N1CCOCC1 (centres undefined)	-4	0%
x	-2%	-1%	x	x	x	x	CC(CNC(=O)Cn1cnc2c(NCc3ccccc3)ncnc21)c1ccccc1 (centres undefined)	-6	11%
-15	-10%	-4%	-1.7%	3	0	-3	COc1ccc(O)c(/C=N/NC(=O)c2ccc(OCc3cccc(Br)c3)cc2)c1	6	1%
-29	2%	-4%	3.9%	4	0	x	COCCOc1ccc(C(F)(F)F)cc1NC(=O)COC(=O)C12CC3CC(CC(O)(C3)C1)C2	-2	-2%
15	-5%	-1%	2.4%	9	-5	-4	CC1(C)C([N+](=O)[O-])C(c2ccc(F)cc2)NC(c2ccc(F)cc2)C1[N+](=O)[O-] (centres undefined)	3	-6%
9	-1%	-2%	0.1%	2	4	1	COc1ccc(OC)c(NC(=O)CCc2nnc3ccc(N4CCC(C)CC4)nn23)c1	-1	2%
x	0%	-1%	x	x	x	x	COc1ccccc1C(C)NC(=O)CCNC(=O)c1ccc(Cl)cc1 (centres undefined)	-2	-7%
-1	-2%	-1%	0.2%&0.5%	8&1	0&0	8	CN(C)c1ccc(-c2cc(O)c3ncccc3c2)cc1	8	1%
20	-8%	-4%	2.3%	0	-2	0	CCOc1ccc(NS(=O)(=O)c2cc(C(=O)N3CC(C)OC(C)C3)ccc2C)cc1 (centres undefined)	-7	5%
4	2%	-2%	-2.7%	3	-3	7	CC1CCCCC1NC(=O)Cn1c(=O)oc2cc(S(=O)(=O)N3CCCC3)ccc21 (centres undefined)	-15	-5%
x	-3%	0%	x	x	x	x	Cc1cc(=O)oc2cc(OCC(=O)Nc3cccnc3)ccc12	-10	-1%
0	1%	-3%	-0.5%	7	-6	x	COc1ccc(Cn2nnnc2C(c2ccccn2)N2CCN(c3cc(Cl)ccc3C)CC2)cc1 (centres undefined)	-2	-3%
-23	-5%	-4%	0.5%	1	-1	7	COC(=O)CCc1sc(Nc2ccc(OC)cc2)nc1-c1ccc(OC)cc1	5&-7	2%
-3	-7%	-4%	-0.2%	1	-5	2	COc1cccc(/C(C)=N/NC(=O)c2cc(-c3cccnc3)nc3ccccc23)c1	-5	3%
3	6%	-7%	0.6%	5	-1	-2	CCOc1c(S(=O)(=O)NC2CC(C)(C)NC(C)(C)C2)ccc(Cl)c1Cl	-8	12%
-21	3%	-1%	1.8%	0	-2	-1	O=C(COC(=O)[C@@H]1CC(O)CN1S(=O)(=O)c1ccc2c(c1)OCCO2)NCc1ccc(F)cc1 (some centres undefined)	-4	-22%
-13	-9%	-5%	1.0%	0	x	-10	COCCN(C(=O)C1CCCO1)c1c(N)n(CC(C)C)c(=O)[nH]c1=O (centres undefined)	-16	-15%
-6	2%	u	-1.3%	4	0	-6	CCCOc1ccc(CC(=O)NNC(=S)Nc2ccccc2)cc1Br	-8	-9%

An excerpt from above in order of SMILES length, rising.
D1 antag	Vif-APOBEC3G blk	Glioma ERSR ind	RXFP1 agonist	D1 ag	D1 potentiator	D2 potentiator	Molecule	LDHA block	Vif-APOBEC3F blk
-13	-9%	-5%	1.0%	0	x	-10	COCCN(C(=O)C1CCCO1)c1c(N)n(CC(C)C)c(=O)[nH]c1=O (centres undefined)	-16	-15%
4	2%	-2%	-2.7%	3	-3	7	CC1CCCCC1NC(=O)Cn1c(=O)oc2cc(S(=O)(=O)N3CCCC3)ccc21 (centres undefined)	-15	-5%
0	1%	-3%	-0.5%	7	-6	x	COc1ccc(Cn2nnnc2C(c2ccccn2)N2CCN(c3cc(Cl)ccc3C)CC2)cc1 (centres undefined)	-2	-3%

Additional compounds
D1 antag	Vif-APOBEC3G blk	Glioma ERSR ind	RXFP1 agonist	D1 ag	D1 potentiator	D2 potentiator	Molecule	LDHA block	Vif-APOBEC3F blk
-7	2%	0%	-0.1%	5	3	6	COC(=O)[C@@]12CCCCN1[C@H](c1ccc(-c3ccc(C(C)=O)cc3)cc1)[C@H]1C(=O)N(C)C(=O)[C@H]12	-7	9%
-57*	1%	-3%	6.5%	21	-2	-1	O=C(CSc1ccc(S(=O)(=O)N2CCOCC2)cn1)Nc1ccc(F)c(F)c1	-4	-6%
-4	-1%	2%	-1.5%	-4	-2	-18	CCCCCn1nc(C)c(/C=N\NC(=O)c2cc(C)oc2C)c1C	4	5%
-9	5%	-4%	0.3%	-1	-5	-5	O=c1oc2ccccc2cc1-c1csc(Cc2nc(-c3ccc(Br)cc3)cs2)n1	-7	1%
-9	-1%	-2%	4.7%	1	0	-8	Cc1ccc(-c2nc3n(n2)C(=O)CC(c2ccc(Cl)cc2)S3)cc1 (centres undefined)	-2	4%
-8	-1%	-3%	1.3%	6	-2	6	CCOC(=O)c1ccc(NC(=O)CCc2c(C)nc3c(c(C)nn3-c3ccccc3)c2C)cc1	-8	-11%
14	1%	-1%	-0.4%	3	-3	34*	CC(C)CNC(=S)Nc1ccccc1F	0	-2%
x	-4%	-2%	x	x	x	x	C=CC[C@@H](CC(=O)N[C@@H](CO)Cc1ccccc1)C(=O)N[C@H](COC(=O)[C@@H](CC=C)Cc1ccc(F)cc1)Cc1c[nH]c2ccccc12	-1	0%
2	0%	-3%	0.1%	3	-2	-1	Cc1cccc(C)c1NC(=O)c1cc(S(=O)(=O)N2CCOCC2)ccc1F	-5	-11%
-1	2%	-3%	0.0%	2	3	-1	Cc1ccc(C)c(C(=O)NC2CC(C)(C)NC(C)(C)C2)c1	-5	-9%
5	-3%	-6%	3.0%	-2	2	-5	CCOc1ccccc1CNC(=O)CN1C(=O)c2cccnc2Oc2ccc(Cl)cc21	-12	1%

Screens deposited in PubChem BioAssay by National Center for Advancing Translational Sciences (NCATS).
